HIV peptide binding: cell-free HIV fusion peptide-binding blockers – biochemical, uHTS, fluorescence dequenching, primary screen (AID 1986) | inhibition, % at 20 µM; hits with a dose series show IC50 in µM | cell-free peptide binding, fluorescence dequenching, 30 min; higher % means a stronger effect | 290,000 tested, 0.3% active; in the data active = inhibition mostly above about 52%, no sharp cut-off; inactive = mostly below about 76%; also: some results filed as inactive read as strong as hits
MT stabilize HCS: stabilizes microtubules in HeLa cells | HeLa tubulin immunostaining HCS, 24 h; share of cells brighter than vehicle mean+2SD | % tubulin-high responders, % at 10 µM | 200,000 tested, 0.83% active;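 active = plate Z-score above 3 for both tubulin-high and condensed-nucleus cell shares, with cell loss under 80%, at 10 µM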;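 also: anti alpha tubulin signal scored within the nucleus-defined area of each cell; some results filed as inactive read as strong as hits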
b-catenin transl: beta-catenin nuclear translocation modulation | nuclear translocation activity, % at 5 µM | HeLa beta-catenin nuclear translocation, immunofluorescence imaging | 190,000 tested, 0.3% active;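 active = nuclear translocation activity above 50% at 5 µM, with a well cell count of 50 or more; inconclusive = wells under 50 cells across six images, flagged as toxic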;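 also: per-cell ratio of nuclear to cytoplasmic median beta-catenin stain intensity; plate controls were DMSO negative control for no effect and GSK-3 inhibitor IX positive control for full effect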
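Assay system: human HeLa cells, native beta-catenin; doses: 5 µM primary, 0.02–20 µM confirmation; incubation: compound treatment 24 h, 37°C, 5% CO2; technique: fluorescence imaging of beta-catenin antibody stain plus DAPI; measure: % activation, nuclear-to-cytoplasmic median beta-catenin signal ratio per cell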
WT yeast gro inh: growth inhibition of WT yeast, mitochondrial fusion screen | mitochondrial fusion phenotypic screen, WT strain | inhibition, % at 10 µM | 190,000 tested, 2.1% active | AID 1362; in the data active = inhibition above about 58%; tested in S. cerevisiae
Yfh1-off respiration: mitochondrial function rescue without frataxin homolog – Friedreich's ataxia, plus single-dose screen, dose response (AID 1465). S. cerevisiae Yfh1-off respiration, WST-1 reduction, 72 h; higher fold induction means a stronger effect. fold induction at 50 µM; hits with a dose series show EC50 in µM. 220,000 tested, 0.074% active;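 active = fold induction of absorbance versus untreated yeast above a set limit, then at least 30% activation at any dose in follow-up; inconclusive = repeats straddling the limit, or above it without dose testing; inactive = fold induction below the set limit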;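 also: activators that raise dye reduction in frataxin-depleted yeast; strong numbers were not always called active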
AID2073: inhibitors of Mint1-CaV2.2 protein interaction, biochemical, HTRF (AID 2073). HTRF protein-protein interaction, Mint1-CaV2.2; higher % means a stronger effect. inhibition, % at 20 µM, or IC50 in µM where a hit was titrated. 290,000 tested, 0.19% active; in the data active = inhibition mostly above about 51%, no sharp cut-off; inconclusive = no clear call, values can overlap the other calls; inactive = mostly below about 53%; also: some results filed as inactive read as strong as hits
Autophagy mod: alters autophagy in cells; MEF GFP-LC3 puncta imaging; test concentration mostly 10 µM; calls only at 10 µM (by protocol); 190,000 tested, 0.98% active;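 active = percentage of spot-positive cells more than 3 SD above its plate mean, without a fluorescence outlier flag or 80% toxicity; inconclusive = no clear call, values can overlap the other calls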;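 also: spot-positive cell cutoff set from DMSO-treated cells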
Ins promoter up: MIN6 insulin promoter up-regulation | MIN6 insulin promoter-GFP reporter, high-content imaging; stronger effect = higher value | z-score at 5 µM | 190,000 tested, 0.3% active;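 active = z-score above 3 at 5 µM with at least 500 cells counted in the well; inconclusive = wells under 500 cells, flagged as cytotoxic or low count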
Dynein transport: blocks dynein driven cargo transport along microtubules | 3617.4 mouse cells, GR-EGFP nuclear translocation imaging; test concentration mostly 20 µM; stimulated with dexamethasone, 1 µM; stronger effect = lower value | z-score, hits read low | 220,000 tested, 0.47% active | AID 1381;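 active = plate z-score of nuclear minus cytoplasmic receptor signal below a set negative limit, without overly bright fluorescence or cell loss, cut at about -3.5 in these data, passing the limit was not always enough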;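 also: z-score of nuclear minus cytoplasmic ring GR-EGFP intensity difference per well; some compounds called inactive have numbers as strong as hits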
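Buffer or medium: Induction medium lacking tetracycline, stripped serum | Also added: Dexamethasone agonist, 1.0 µM final, for 30 min | Timing: 48 h induction, 1 h compound, 30 min dex at 37 °C | Detection: Formaldehyde fixation, Hoechst nuclear stain, 10x automated fluorescence imaging | Measure: Nuclear versus cytoplasmic GR-EGFP signal, averaged per well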
WT yeast gro inh mutant strain: second read-out of WT yeast gro inh, no call of its own (marks repeat the call); inhibition, %; mitochondrial fusion phenotypic screen, mutant strain inhibition
Dynein transport cytoplasmic EGFP: further read-out of Dynein transport, marked with its call; z-score; measured here: cytoplasmic GR-EGFP intensity; stronger effect = higher value
Dynein transport nuclear GR-EGFP: recorded beside Dynein transport, whose call it bears; z-score; measured here: nuclear GR-EGFP intensity;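 lower value marks the stronger effect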
Dynein transport cell count: recorded beside Dynein transport, whose call it bears; z-score; measured here: cell count per field
Ins promoter up cell count: further read-out of Ins promoter up, marked with its call; cell count; measured here: cytotoxicity, nuclei count;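 total cells summed across four imaged fields per well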
b-catenin transl cell count 5 µM: further read-out of b-catenin transl, marked with its call; cell count; measured here: cell count, cytotoxicity flag
MT stabilize HCS Hoechst-high %: also measured in MT stabilize HCS; calls as there; % Hoechst-high responders; measured here: nuclear condensation Hoechst responders;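 share of cells brighter than vehicle mean plus two SD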
MT stabilize HCS cytotoxicity %: recorded beside MT stabilize HCS, whose call it bears; toxicity, %; measured here: cytotoxicity by cell density;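 0% = mean cell density of plate MIN control wells and 100% = no cells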
Autophagy mod cell loss 18 h: second read-out of Autophagy mod, no call of its own (marks repeat the call); toxicity, %; measured here: cell loss, nuclei count;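 cell loss after 18 h compound exposure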
Active calls of the source: *; i = inactive; ? = inconclusive; / = not tested or not shown; & = joins results of further samples. The list is partial; rates above refer to the full screens.

SMILES	HIV peptide binding	MT stabilize HCS	MT stabilize HCS Hoechst-high %	MT stabilize HCS cytotoxicity %	b-catenin transl	b-catenin transl cell count 5 µM	WT yeast gro inh	WT yeast gro inh mutant strain	Yfh1-off respiration	AID2073	Autophagy mod	Autophagy mod cell loss 18 h	Ins promoter up	Ins promoter up cell count	Dynein transport	Dynein transport cytoplasmic EGFP	Dynein transport nuclear GR-EGFP	Dynein transport cell count
Cn1ccnc1P(=S)(c1nccn1C)N1CCOCC1	-0.3%	1.9	1.1	14	-1.5	1176	-2	10	i	4%	i	-9	0.61	1093	0.064	-0.21	0.19	-0.051
O=C(c1cccn2c(=O)c3cc(Cl)ccc3nc12)N1CCC2(CC1)OCCO2	-0.8%	2.4	1.7	1.2	-2.2	892	4	4	i	45%	i	7	0.93	1268	0.42	-0.17	0.13	-0.73
CCOc1cc(-c2nc3c(C)cccn3c2NCC2CCCO2)ccc1O (stereo not drawn)	1.7%	5.2	3.0	8.2	-6.3	892	-1	-4	i	42%	i	-22	-0.53	720	-0.31	-0.16	0.1	0.19
CC(C)CCn1c(N)c(C(=O)OCC2CCCO2)c2nc3ccccc3nc21 (stereo not drawn)	1.4%	1.7	1.5	8.6	-5.1	984	10	-6	i	19%	i	-9	-0.88	991	-0.63	-0.22	-0.14	0.81
CCC1(C(=O)c2ccc(C)cc2)C2c3ccccc3OC(=O)C21C(=O)O (stereo not drawn)	3.5%	/	/	/	-0.4	1335	/	/	i	-8%	/	/	0.63	1186	0.3	-0.18	0.056	-0.43
Cc1ccc2c(CN3CC=C(c4ccccc4)CC3)cc(=O)oc2c1C	4.2%	5.7	2.8	2.2	-1.4	1162	26	9	i	-2%	i	5	-0.01	1486	-0.14	-0.21	0.19	-0.37
CC(=O)CC(=O)C1C(=O)N(C)C(=O)N(C)C1=O	1.1%	1.5	1.5	5.4	-1.1	1047	-6	-4	i	17%	i	-8	-0.69	1182	-0.39	-0.22	-0.8	0.49
CCC(CO)(C(=O)OC1C[N+]2(C)CCC1CC2)c1ccccc1 (stereo not drawn)	-2.5%	2.0	2.0	4.1	-1.1	1124	3	4	i	-5%	i	-37	0.11	1242	-0.56	-0.22	-0.21	0.83
CC/C(=N\N1CCCCCC1)c1c(O)n(-c2ccccc2C)c(=O)[nH]c1=O	3.9%	3.6	2.0	10	1.4	968	6	-9	i	-6%	i	0	-0.4	1146	0.17	-0.24	0.083	0.5
CCC(CO)Nc1ccc([N+](=O)[O-])c2cccnc12 (stereo not drawn)	-2.2%	3.1	1.5	0.5	2.6	1365	-1	4	?	-6%	i	15	-1.1	1372	-0.39	-0.19	0.31	-0.17
C1=C(c2c[nH]c3ccccc23)CCN(Cc2ccccc2)C1	0.9%	2.5	0.9	0.3	0.1	1068	20	15	i	3%	i	8	-0.27	1032	1.2	0.033	1.1	-2.2
CCCCn1c(O)c(C(CC)=Nc2ccc(C(=O)O)cc2)c(=O)[nH]c1=O	22%	3.2	2.2	2.0	-1.5	1181	-16	0	i	1%	i	7	/	/	0.076	0.33	0.2	0.51
CC(=O)NC(=O)NC(C)Cc1ccccc1 (stereo not drawn)	-1.2%	2.9	1.0	4.4	-2.0	941	-18	-6	i	3%	i	1	-0.2	1497	-0.35	-0.2	-0.058	0.88
CN1CCN(c2ccc(N)cc2Cl)CC1	-2.0%	2.1	2.3	5.5	0.9	1098	6	6	i	-20%	i	5	0.9	911	0.75	-0.27	0.0059	0.27
O=C1C(c2ccccc2)=C(N2CC2)c2ccccc21	3.4%	2.4	1.4	4.2	-2.3	981	1	2	i	2%	i	5	-1	1405	-0.25	-0.14	-0.24	0.015
O=C1NC(=O)N(Cc2ccco2)C(=O)/C1=C\c1cccn1CCOc1ccccc1	20%	/	/	/	-0.4	1348	/	/	/	27%	/	/	/	/	-0.17	0.32	0.55	-0.068
CCOC(=O)C(NC(=O)CC)(Nc1ccc(C(O)(C(=O)OCC)C(F)(F)F)cc1C)C(F)(F)F (stereo not drawn)	-1.5%	4.1	2.1	6.9	0.5	1210	36	-11	i	4%	i	16	-0.4	1762	0.57	-0.24	0.93	0.0016
CCC(=O)OC1(c2cccc(C)c2)CC(C)N(C)CC1C (stereo not drawn)	-0.9%	4.6	3.3	1.6	-0.1	988	9	21	i	-6%	i	2	-0.34	1098	0.63	-0.21	0.6	-0.002
N/C(=N\[N+](=O)[O-])N1CCN(C(=O)c2ccccc2)CC1	3.6%	2.5	4.0	7.8	-0.9	1108	-3	-11	i	7%	i	-1	-0.08	1291	2.8	-0.15	1.5	-1.5
CCN1CCC(O)(c2ccccc2)C(C(=O)c2ccccc2)C1 (stereo not drawn)	/	2.8	1.7	5.1	/	/	/	/	i	/	i	6	/	/	0.39	-0.25	0.1	0.18
O=P1(Nc2ccc(F)cc2)COc2ccccc2OC1	-2.7%	2.1	4.2	10	-6.0	1046	-11	-1	i	-6%	i	-4	-0.05	1414	-0.82	-0.12	-0.24	1.2
CN1CCN(c2ncnc3ccc(Br)cc23)CC1	-0.7%	2.2	1.5	5.2	-0.2	1135	4	7	i	2%	i	7	-0.12	1037	-0.4	-0.25	0.14	0.64
CCN(CC)c1ccc(N=Cc2c(O)n(CCc3ccc(OC)c(OC)c3)c(=O)[nH]c2=O)cc1	9.4%	6.0	1.6	8.4	-0.7	1022	34	-8	i	-6%	i	9	1.2	1470	3.1	3.8	2.3	-1.1
COc1cc(CN2CCCC(C(=O)c3sccc3C)C2)cc(OC)c1O (stereo not drawn)	-2.6%	1.9	1.9	5.9	-0.4	1631	13	-3	i	15%	i	-15	/	/	-1.3	-0.19	-0.72	0.081
O=C(Nc1cccc(OC(=O)N2CCCCC2)c1)N1CCCCC1	0.1%	4.2	4.7	9.1	-0.4	978	-8	7	i	-2%	i	8	0.89	1177	0.71	-0.17	0.66	-0.13
(further entries)
SMILES	HIV peptide binding	MT stabilize HCS	MT stabilize HCS Hoechst-high %	MT stabilize HCS cytotoxicity %	b-catenin transl	b-catenin transl cell count 5 µM	WT yeast gro inh	WT yeast gro inh mutant strain	Yfh1-off respiration	AID2073	Autophagy mod	Autophagy mod cell loss 18 h	Ins promoter up	Ins promoter up cell count	Dynein transport	Dynein transport cytoplasmic EGFP	Dynein transport nuclear GR-EGFP	Dynein transport cell count
c1ccc2sc(C3CCCNC3)nc2c1 (stereo not drawn)	0.9%	2.0	2.7	7.6	-0.5	1130	12	-3	i	5%	i	-4	0.13	1789	-0.18	4.2	1.3	-0.92
COc1cc(/C=C2\C(=O)NC(=O)N(c3ccccc3)C2=O)c([N+](=O)[O-])cc1OC	15%	2.3	2.1	7.0	-0.5	1425	-6	0	i	13%	i	15	0.91	1488	-0.74	-0.26	-0.045	0.5
COCCCNC(=O)c1c(NC(=O)c2ccccc2)n(Cc2ccccc2)c2nc3ccccc3nc12	/	3.6	3.0	2.5	/	/	/	/	i	/	i	20	/	/	-1	-0.12	0.17	0.53
COc1ccccc1N1C(=O)NC(=O)/C(=C/c2ccc3c4c(cccc24)CC3)C1=O	16%	5.0	3.2	5.6	-1.4	1145	-7	7	i	30%	i	-1	-0.22	1439	-2.5	0.43	-1.5	-0.4
CCOP(=O)(Cc1ccc(C#N)o1)OCC	-0.8%	/	/	/	-0.6	1303	/	/	i	6%	/	/	0.02	1083	-0.84	-0.031	-0.32	0.55
CCC(=NCc1cccnc1)c1c(O)n(Cc2ccccc2)c(=O)[nH]c1=O	-0.5%	1.8	1.9	9.5	-4.0	968	-14	5	i	-1%	i	28	-0.74	1274	-0.42	-0.18	-0.37	0.76
Nc1cncc(C(=O)O)c1	0.9%&0.8%	2.8	3.2	5.9	0.1&-2.3	1260&1087	-10	-3	i	6%&0%	i	-8	0.89&-0.38	1326&1202	1.2&0.6	-0.28&-0.32	0.67&0.7	-0.85&0.00056
COc1ccc(C(O)P(=O)(OC(C)C)OC(C)C)cc1 (stereo not drawn)	0.8%	/	/	/	-0.3	1302	/	/	i	6%	/	/	0.13	1143	0.23	-0.25	0.42	-0.086
CC(=O)c1c(O)n(C2CCCCCC2)c(=O)[nH]c1=O	4.3%	5.3	2.5	2.7	-4.5	1202	0	19	i	2%	i	14	0.44	1277	0.014	-0.22	-0.19	-1.5
CSc1nnc([C@@H](N)Cc2ccccc2)o1	-3.5%	1.1	3.0	16	-4.5	998	-9	-12	i	6%	i	-1	0.77	1243	-0.35	-0.2	-0.18	0.39
NC(=O)CN1CCCC1=O	-0.6%	3.5	2.6	5.9	/	/	-10	-12	i	-2%	i	-18	/	/	2.4	0.33	1.5	-0.73

Full records, quoted from the list. Order of values: HIV peptide binding | MT stabilize HCS | MT stabilize HCS Hoechst-high % | MT stabilize HCS cytotoxicity % | b-catenin transl | b-catenin transl cell count 5 µM | WT yeast gro inh | WT yeast gro inh mutant strain | Yfh1-off respiration | AID2073 | Autophagy mod | Autophagy mod cell loss 18 h | Ins promoter up | Ins promoter up cell count | Dynein transport | Dynein transport cytoplasmic EGFP | Dynein transport nuclear GR-EGFP | Dynein transport cell count
NC(=O)CN1CCCC1=O as listed: -0.6% | 3.5 | 2.6 | 5.9 | / | / | -10 | -12 | i | -2% | i | -18 | / | / | 2.4 | 0.33 | 1.5 | -0.73
CC(=O)c1c(O)n(C2CCCCCC2)c(=O)[nH]c1=O as listed: 4.3% | 5.3 | 2.5 | 2.7 | -4.5 | 1202 | 0 | 19 | i | 2% | i | 14 | 0.44 | 1277 | 0.014 | -0.22 | -0.19 | -1.5
COc1ccc(C(O)P(=O)(OC(C)C)OC(C)C)cc1 (stereo not drawn) as listed: 0.8% | / | / | / | -0.3 | 1302 | / | / | i | 6% | / | / | 0.13 | 1143 | 0.23 | -0.25 | 0.42 | -0.086
